FN deposition inh = fibronectin deposition inhibition; AH1F fibroblasts, Alexa488-fibronectin deposition fluorescence, overnight; inhibition, % at 12.6 µM; 350,000 tested, 0.086% active; AID 743247;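 active means mean inhibition across replicates of 30% or more, regardless of how many single replicates reach that level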;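 further: positive control wells lacked labelled fibronectin entirely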
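test system = AH1F fibroblasts assembling fluorescent fibronectin matrix | quantity = 10000 AH1F cells per well | buffer or medium = DMEM plus 2% serum, read in PBS | doses = single dose, pinned | incubation = 1 h cell attachment, overnight exposure to compound and label | detection = fluorescence at 485 nm excitation, 525 nm emission | read-out basis = inhibition from reduced deposited-fibronectin fluorescence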
Xi reactivation = activators of X-chromosome reactivation in mouse fibroblasts. XiGFP mouse fibroblasts, % GFP-positive cells imaging, 3 d; cells co-treated with 5-aza-dC sensitizer; scaled so ellipticine positive control = 100%. activation, % at 7.58 µM. 360,000 tested, 0.055% active;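 active means mean normalized replicate activation at least 10% and every replicate at or above 10%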;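 further: 0% = median of on-plate neutral control wells and 100% = ellipticine 6 µM median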
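Assay system – SV40-immortalized XiGFP fibroblast cells, line 68-5-11 · Buffer or medium – DMEM supplemented with 5-aza-dC as sensitizing agent · Dosing – one concentration, pinned · Benchmarks – positive control ellipticine, 6 µM final · Times – 3 days compound exposure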
An asterisk follows results filed as active.

Molecule | Xi reactivation | FN deposition inh
COc1ccccc1CNC(=O)C1Cc2ccccc2C(=O)O1 (centres undefined) | 0.1 | 2
CCc1nnc(NC(=O)CCN(c2ccc(C)cc2)S(=O)(=O)c2ccccc2)s1 | 0.2 | -3
CS(=O)(=O)c1ccc(C(=O)Nc2ccc(N3CCCCC3)cc2)c(Cl)c1 | 0.1 | 2
C[C@@H]1CN(C)C(=O)c2cccc([N+](=O)[O-])c2O[C@H]1CN(C)C(=O)OC(C)(C)C | 0.3 | -2
O=C(Nc1ccccc1)NC1CCN(Cc2ccccc2)CC1 | 0.0 | -9
Cc1c(C(=O)Nc2cccc(Cl)c2)c2ccccn2c1CCc1ccncc1 | 0.0 | 1
C[C@@H]1CN(C)C(=O)c2cc([N+](=O)[O-])ccc2O[C@H]1CN(C)C(=O)OC(C)(C)C | 0.2 | -3
CCOC(O)[C@H]1N[C@@H](c2ccc(Cl)cc2)[C@@H]([N+](=O)[O-])[C@@H]1c1ccccc1 (some centres undefined) | 0.3 | 3
CN1CCN(C(=O)/C(=C/c2cccs2)NC(=O)c2cccs2)CC1 | -0.1 | 14
CC1CC(C)(C)NC(=S)N1CC(=O)N(C)Cc1ccccc1 (centres undefined) | 0.2 | 3
CCOc1cc(/C=N/Nc2nc(-c3cccc(S(=O)(=O)N4CCCC4)c3)cs2)ccc1O | 0.0 | 0
COC(C(=O)Nc1ccc(S(=O)(=O)Nc2ccc(F)cc2)cc1)c1ccccc1 (centres undefined) | 0.3 | -1
NNC(=O)/C(=N/Nc1ccccc1)S(=O)(=O)c1ccc(Cl)cc1 | 0.0 | -2
CC1CC(C)CN(CCOc2ccccc2-c2ccccc2)C1 (centres undefined) | -0.3 | -9
COc1ccc(-c2csc(N3C(=O)CNC3=S)n2)cc1 | 1.7 | 11
Nc1nc2n(n1)C(c1ccco1)CC(c1ccc(Cl)cc1Cl)N2 (centres undefined) | -0.1 | 3
Cc1ccc(-n2c(SCC(=O)c3c(N)n(C)c(=O)n(C)c3=O)nc3sc4c(c3c2=O)CCCC4)c(C)c1 | 0.2 | -3
Cc1cccc(C)c1NC(=O)/C(C#N)=C/c1ccsc1 | 0.0 | 11
CCC(=O)N=c1sc2cc([N+](=O)[O-])ccc2n1CCOC | 0.4 | -3
Cc1ccc(-n2ncc3c(SCc4ccccc4)ncnc32)cc1 | 0.3 | -5
N#C/C(=C\c1ccc(Cl)cc1)c1nc2ccccc2o1 | 0.1 | 20
CC(=O)Nc1ccc(Nc2cc(C)nc3c(-c4ccccc4)c(C)nn23)cc1 | 0.5 | 8
CCOc1ccc(S(=O)(=O)Nc2ccc3c(c2)c2c(n3S(=O)(=O)c3ccc(OCC)cc3)CCCC2=O)cc1 | -0.1 | 2
CC(=O)c1cccc(NC(=S)NC(=O)c2cccc(Cl)c2)c1 | 0.3 | 0
COC1OC(COC(=O)CNC(=O)OC(C)(C)C)C(O)C(O)C1O (centres undefined) | 0.1 | -3

Reformatted: entries from further up.
Cc1ccc(-n2c(SCC(=O)c3c(N)n(C)c(=O)n(C)c3=O)nc3sc4c(c3c2=O)CCCC4)c(C)c1
  Xi reactivation = 0.2	FN deposition inh = -3
Cc1cccc(C)c1NC(=O)/C(C#N)=C/c1ccsc1
  Xi reactivation = 0.0	FN deposition inh = 11
CCC(=O)N=c1sc2cc([N+](=O)[O-])ccc2n1CCOC
  Xi reactivation = 0.4	FN deposition inh = -3

As entered above:
Xi reactivation result of COc1ccccc1CNC(=O)C1Cc2ccccc2C(=O)O1 (centres undefined) : 0.1
Xi reactivation result of CCc1nnc(NC(=O)CCN(c2ccc(C)cc2)S(=O)(=O)c2ccccc2)s1 : 0.2

The list goes on.
Molecule | Xi reactivation | FN deposition inh
Cc1ccc(NC(=O)CN2C(=O)N/C(=C/c3cccn3-c3ccc(C(=O)O)cc3)C2=O)cc1 | 0.2 | 3
COc1ccc(N(CC(=O)N/N=C/c2cc(Br)c(C)o2)S(=O)(=O)c2ccc(NC(C)=O)cc2)cc1 | 0.0 | -9
Cc1ccc(C(C(=O)NC2CCCCC2)N(C(=O)CCCC(=O)Nc2ccccn2)c2ccc3c(c2)OCCO3)cc1 (centres undefined) | -0.1 | -7
O=C(CSc1ccc2nnc(-c3ccc(Cl)cc3)n2n1)N1CCCc2ccccc21 | 0.7 | -4
O=C(COC(=O)[C@H](Cc1ccccc1)NC(=O)c1cccs1)NC1CC1 | -0.1 | -2
CC(/C=C1\SC(=S)N(NC(=O)c2ccccc2C)C1=O)=C\c1ccccc1 | 0.0 | 6
Cc1ccc(N=Nc2c(C)[nH]n(C(N)=S)c2=O)cc1C | 0.0 | -4
CC(=O)Nc1ccc(S(=O)(=O)Nc2ccc(Cl)nn2)cc1 | 0.1 | -2
O=C(c1cnccn1)N1CCN(c2ccccc2F)CC1 | 0.0 | -1
Cc1ccc(-n2[nH]c(C)c(/C=N/Nc3ccc([N+](=O)[O-])cc3[N+](=O)[O-])c2=O)cc1C | 0.3 | 3
C#CCn1c(=NC(=O)c2ccccc2[N+](=O)[O-])sc2cc(S(C)(=O)=O)ccc21 | 0.0 | -3
Brc1cc2c(cc1C1Nc3ccccc3C3C=CCC31)OCO2 (centres undefined) | 0.1 | 3
COc1ccc(NC(=O)c2ccc(COCC(F)(F)C(F)F)cc2)cc1OC | 0.0 | -1
CC(=O)Nc1ccc(NC(=O)C(C)OC(=O)C2CC3C=CC2C3)cc1 (centres undefined) | 0.3 | 5
O=C1N[C@@H](Cc2ccccc2)COCc2cnnn2CC[C@@H]1Cc1cccc(F)c1 | 0.0 | -3
CC(C)NC(=O)Nc1cccc2c1O[C@H](CN(C)C(=O)NC(C)C)[C@H](C)CN(C)C2=O | 0.3 | -8
COc1ccc(C)cc1NC(=O)c1ccc(CN2CCN(c3ccccc3)CC2)cc1 | -0.1 | 5
CCN(CC)S(=O)(=O)c1cccc(NC(=O)c2cc(=O)[nH]c3ccccc23)c1 | 0.1 | 2
CC1CCCC(=C\c2ccccc2)/C1=N/O (centres undefined) | 0.0 | -15
CC[C@@H]1C/C=C\C[C@@H](c2ccccc2)NC(=O)CCC(=O)N1 | 0.1 | 1
O=C(NCC1CCCO1)C(=O)NCC(c1ccco1)N1CCN(c2ccccc2F)CC1 (centres undefined) | -0.1 | 6
Cc1ccc(O)c(-c2cc(C(=O)NCc3ccc4c(c3)OCO4)[nH]n2)c1 | 0.2 | -4
Cc1cc(C)n(/N=C/c2cccc([N+](=O)[O-])c2)c(=O)c1 | 0.1 | 6
CCc1ccc(OCCOCC(O)CN(CCO)CCO)cc1 (centres undefined) | 0.0 | -2
O=C(NCCc1c[nH]c2ccccc12)C(=O)NCC(c1ccco1)N1CCN(c2ccccc2)CC1 (centres undefined) | 0.2 | -1
COC(=O)NNC(=O)/C=C/c1ccccc1 | 0.2 | 2
CCNC(=O)c1c(NC(=O)c2cc(-c3cc(C)ccc3O)n[nH]2)sc2c1CCCC2 | 0.0 | -7
CCCOc1c(Br)cc(C(N)=O)cc1OCC | 0.0 | 4
CN(C)C(=O)c1ccc2c(c1[N+](=O)[O-])C(=O)c1ccccc1C2=O | 0.3 | -1
CC1Cc2ccccc2N1C(=S)Nc1ccc(S(N)(=O)=O)cc1 (centres undefined) | 0.6 | 1
Cc1ccc(NC(=O)Cn2c(=O)cnc3ccccc32)cc1S(=O)(=O)N(C)C | 0.4 | -2
O=[N+]([O-])c1ccc(CSc2nnc(Cc3ccccc3)n2-c2ccc(F)cc2)cc1 | 0.1 | 0
C[C@H]1CN(C)C(=O)Cc2cc(N)ccc2O[C@@H]1CN(C)C(=O)OC(C)(C)C | 0.2 | -7
O=C1N[C@@H](c2ccccc2)COCc2cn(nn2)CC[C@H]1Cc1cccc(Cl)c1 | 0.1 | 5
O=C(Nc1cccnc1Cl)c1ccc(Cl)c([N+](=O)[O-])c1 | 0.0 | 2
O=c1oc2ccccc2cc1-c1ccc(O)cc1O | -0.1 | -1
C/C(=N\Nc1ccc(Cl)c(Cl)c1)c1ccc(-n2ccnc2)cc1 | 0.1 | 5
Cc1ccc(-n2c(SCC(=O)Nc3cccc(S(N)(=O)=O)c3)nc3ccccc32)cc1 | -0.1 | -10
COC(=O)C1=C(O)/C(=C\c2ccc(CNS(=O)(=O)c3ccccc3)o2)N=C1C | 0.0 | -1
CC(C)c1nc2c(c(=O)c3ccccc3n2C)c(=O)n1-c1ccc(F)cc1 | 0.1 | 4
CCC(=O)Nc1ccc(Cl)c(NC(=S)NC(=O)COc2ccc(Cl)cc2)c1 | 0.2 | -4
C[C@H](CO)N1C[C@H](C)[C@@H](CN(C)Cc2ccccc2)Oc2c(NC(=O)Cc3cn(C)c4ccccc34)cccc2C1=O | 0.1 | 24
CNC(=O)COC(=O)[C@@H](Nc1ccc(S(=O)(=O)N2CCOCC2)cc1[N+](=O)[O-])C(C)C | 0.0 | 7
O=C(CNC(=S)NC(=O)c1ccccc1)c1ccccc1 | -0.1 | 6
C[C@@H]1CN(C)C(=O)c2cc(N(C)C)ccc2O[C@@H]1CN(C)C | 0.2 | -6
CN(C=[N+](C)C)c1cccc2c1C(=O)c1ccccc1C2=O | 0.0 | 4
C[C@H]1CN([C@@H](C)CO)C(=O)c2ccccc2-c2ccccc2CO[C@@H]1CN(C)C(=O)Nc1ccc2c(c1)OCO2 | 0.7 | 12
COc1ccc([C@@H]2CC=CC[C@@H](C)Oc3ccccc3C(=O)N(C)[C@H](C(C)C)C(=O)N2)c(OC)c1 (mixture of isomers) | 0.0 | 6
O=S(=O)(NCC(c1ccco1)N1CCN(c2ccccc2F)CC1)c1ccccc1 (centres undefined) | 0.0 | 4
CSC1=C(C#N)C(C)CC(=O)N1 (centres undefined) | 0.3 | -2

(next part)
Molecule | Xi reactivation | FN deposition inh
N#Cc1cc([N+](=O)[O-])cnc1Nc1ccccc1 | 0.3 | 2
COc1cc(N2CCCC2)c(OC)cc1/C=C1/NC(=S)NC1=O | 71* | -18
O=C1NC(=S)N/C1=C\c1ccc(N2CCOCC2)cc1 | 0.0 | -2
CC(C)NC(=O)N(C)C[C@H]1Oc2ccc(N)cc2CC(=O)N(C)C[C@H]1C | 0.1 | 3
O=C1CC(c2ccc(F)cc2)Sc2nc(C34CC5CC(CC(C5)C3)C4)nn21 (centres undefined) | 0.3 | -4
O=C(Cc1ccccc1[N+](=O)[O-])N1CCN(c2ccccc2F)CC1 | 1.7 | -8
Cc1ccc(OCCSCc2nnc(NC(=O)Nc3cccc(Cl)c3)s2)cc1 | 0.0 | -9
COCC(C)NC(=O)c1oc2c(c1C)C1(CCC2)SCCS1 (centres undefined) | 0.3 | 0
C/C=C/c1cccc(-c2nc(C(=O)NCCN3CCCCC3)cc3c2[C@H](CCO)N([S@@](=O)C(C)(C)C)C3)c1 | 0.0 | 8
CO[C@H]1CN(C)C(=O)c2cc(NC(=O)NC3CCCC3)ccc2OC[C@H](C)N(CC2CC2)C[C@H]1C | -0.5 | -3
Cc1cc(/C=C2\SC(=S)N(Cc3ccco3)C2=O)c(C)n1-c1ccccc1 | 0.7 | -13
CC(=O)N1[C@@H]2CN(CC(F)(F)F)C[C@H]1C2c1ccc(Br)cc1 (some centres undefined) | 0.1 | 6
CCCN(Cc1ccccc1)C(=S)Nc1cccc(C(F)(F)F)c1 | 0.0 | -6
CCCCN1C(=O)C2C3C=CC(C2C1=O)C1C2C(=O)N(CCCC)C(=O)C2C31 (centres undefined) | 0.3 | -1
C[C@@H]1CC(=O)N[C@@H](c2ccccc2)C/C=C\C[C@H](c2ccccc2)NC1=O | 0.1 | -8
COC(C(=O)NCc1ccccc1C)c1ccccc1 (centres undefined) | 1.6 | 5
COc1ccc(-c2ccc(C3[C@H]4CNC[C@@H]3N4S(=O)(=O)Cc3ccccc3)cc2)cc1 (some centres undefined) | 0.0 | -8
Cc1ccccc1C(=O)Nc1ccc2c(C#N)c3nc4ccccc4nc3n2c1 | 0.0 | -9

Sorted by formula weight (ascending): some entries from above
Molecule | Xi reactivation | FN deposition inh
N#Cc1cc([N+](=O)[O-])cnc1Nc1ccccc1 | 0.3 | 2
COc1cc(N2CCCC2)c(OC)cc1/C=C1/NC(=S)NC1=O | 71* | -18
CC(=O)N1[C@@H]2CN(CC(F)(F)F)C[C@H]1C2c1ccc(Br)cc1 (some centres undefined) | 0.1 | 6
CCCCN1C(=O)C2C3C=CC(C2C1=O)C1C2C(=O)N(CCCC)C(=O)C2C31 (centres undefined) | 0.3 | -1
CO[C@H]1CN(C)C(=O)c2cc(NC(=O)NC3CCCC3)ccc2OC[C@H](C)N(CC2CC2)C[C@H]1C | -0.5 | -3
C/C=C/c1cccc(-c2nc(C(=O)NCCN3CCCCC3)cc3c2[C@H](CCO)N([S@@](=O)C(C)(C)C)C3)c1 | 0.0 | 8

Assay outcomes (PubChem)

The list is partial; rates above refer to the full screens.
